AddAB inh: growth inhibition of E. coli expressing H. pylori AddAB, primary screen, AddAB inhibitor project, absorbance; inhibition, % at 11.9 µM; hit rate 0.29% among 330,000; in the data active means inhibition above about 12%;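 further: 0% = vehicle wells of infected cells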
phage Ecoli inh: growth loss of phage-infected E. coli, primary screen, RecBCD inhibitor project, absorbance, with phage, HTS. AID 651602, 2012. inhibition, % at 11.9 µM. hit rate 0.26% among 360,000; in the data active means inhibition above about 11%
Mot1-301 SUMO: yeast Mot1-301 growth rescue at high temperature, primary screen, SUMOylation pathway inhibitor project, S. cerevisiae, ATP luminescence, 38.5C. S. cerevisiae Mot1-301 growth rescue; percent above DMSO median, 100 means doubled. growth rescue, % at 18.8 µM. hit rate 1% among 320,000;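 active means every valid replicate shows activation above 250% relative to neutral control wells; inactive means the rest, any valid replicate at or below 250%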;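 further: OY570 slx delta 5 strain wells were the positive control but not used for scaling; some compounds called inactive have numbers as strong as hits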
Ecoli viability: E. coli V3065 growth inhibition, primary screen, counter-screen for AddAB inhibitor project, absorbance, OD600; 18 h; inhibition, % at 11.9 µM; hit rate 0.27% among 330,000;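 active means inhibition above the campaign's mean inhibition across all tested compounds plus 3 SD, cut at about 9.9% in these data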;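 further: uninfected addAB+ strain grown without phage in ampicillin broth; 0% = DMSO wells and 100% = ciprofloxacin 0.95 µg/ml wells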
Active calls of the source: *. The list is partial. The share of hits here may be higher or lower than overall.

SMILES	AddAB inh	phage Ecoli inh	Mot1-301 SUMO	Ecoli viability
CCc1nc(CN2CCN(c3cc(C(F)(F)F)ccn3)CC2)c(C)[nH]1	2.1	1.8	0	0.4
COc1ccc(NC(=O)CC2C(=O)N(C)C(=S)N2CCc2ccc(F)cc2)cc1 (centres undefined)	1.7	1.6	15	0.0
CCCCCCN(C(=O)CCCCCN1C(=O)NC(c2ccc([N+](=O)[O-])cc2)C(C(=O)OCc2ccccc2)=C1C)C(C(=O)NCCCC)c1ccc(OCC(=O)OC)c(C(=O)OC)c1 (centres undefined)	1.6	0.5	-9	-1.2
COc1ccc(Oc2nc(-c3ccccn3)nc3ccccc23)cc1	-1.9	-1.9	-6	-3.8
Cc1ccc2nc3n(c(=O)c2c1)-c1cc(Cl)ccc1C(=O)NC3Cc1ccccc1 (centres undefined)	1.8	0.6	1	1.4
S=C1N(c2ccccc2)CN(CCN2CCOCC2)CN1c1ccccc1	0.8	1.0	-15	-0.1
CCCN(CCC)C(=O)c1c(C)[nH]c(C(=O)OCC)c1C	6.7	0.1	-3	-2.1
Cc1ccc(NC(=O)Cc2nnc(SCC(=O)c3ccc(Br)cc3)n2C)cc1Cl	-0.8	1.0	-9	0.7
Cc1cccn2c(=O)c(C=NCCO)c(Nc3ccc(Cl)cc3)nc12	8.0	1.7	7	1.8
CC(CCc1ccccc1)NC(=O)CCC1CCCC1 (centres undefined)	-0.2	0.9	19	-0.8

Compounds listed so far with a carbonyl joined to an NH by a bond outside any ring, in the order listed:
SMILES	AddAB inh	phage Ecoli inh	Mot1-301 SUMO	Ecoli viability
COc1ccc(NC(=O)CC2C(=O)N(C)C(=S)N2CCc2ccc(F)cc2)cc1 (centres undefined)	1.7	1.6	15	0.0
CCCCCCN(C(=O)CCCCCN1C(=O)NC(c2ccc([N+](=O)[O-])cc2)C(C(=O)OCc2ccccc2)=C1C)C(C(=O)NCCCC)c1ccc(OCC(=O)OC)c(C(=O)OC)c1 (centres undefined)	1.6	0.5	-9	-1.2
Cc1ccc(NC(=O)Cc2nnc(SCC(=O)c3ccc(Br)cc3)n2C)cc1Cl	-0.8	1.0	-9	0.7
CC(CCc1ccccc1)NC(=O)CCC1CCCC1 (centres undefined)	-0.2	0.9	19	-0.8

The listing picks up; the 2 compounds before the break are reprinted first.
SMILES	AddAB inh	phage Ecoli inh	Mot1-301 SUMO	Ecoli viability
Cc1cccn2c(=O)c(C=NCCO)c(Nc3ccc(Cl)cc3)nc12	8.0	1.7	7	1.8
CC(CCc1ccccc1)NC(=O)CCC1CCCC1 (centres undefined)	-0.2	0.9	19	-0.8
O=C(CN1CCN(Cc2ccc(Cl)cc2)CC1)N/N=C/c1cccc(F)c1	4.8	5.2	110	-0.2
COC(=O)c1cccc(C23CC4(C2)[C@H](CN(Cc2ccc(C(F)(F)F)cc2)[C@@H]4c2ccccc2)C3c2ccc(C(F)(F)F)cc2)c1 (some centres undefined)	4.9	2.2	-37	1.3
Cc1ccc(Nc2ncnc3c2nnn3Cc2ccccc2)cc1	1.1	5.1	3	1.0
CCC(c1ccccc1)c1nnc(NC(=O)c2ccco2)s1 (centres undefined)	0.7	3.0	40	1.9
CN(C)c1ccc(CNCc2cccnc2)cc1	2.9	-0.1	-2	2.9
O=C(CN1C(=O)NC2(CCc3ccccc32)C1=O)Nc1cc(C(F)(F)F)ccc1N1CCOCC1 (centres undefined)	1.2	4.3	-7	-1.8
O=C(Cn1nc(-c2ccccc2)ccc1=O)Nc1cccc(NC(=O)c2ccccn2)c1	-2.5	1.0	-13	-0.2
c1ccc(-c2noc(C3CCC3)n2)nc1	-0.5	1.8	-2	-1.3
Cc1ccc(CN(C(=O)c2cc(=O)c3cc(C)cc(C)c3o2)C2CCS(=O)(=O)C2)cc1 (centres undefined)	0.7	-0.8	-6	-0.7
COC(=O)C1=C(COc2ccccc2)NC(=O)NC1c1ccc2ccccc2c1 (centres undefined)	1.0	0.0	36	-2.1

3 of the entries above in order of their number in phage Ecoli inh, smallest number first.
smiles | phage Ecoli inh
CCCCCCN(C(=O)CCCCCN1C(=O)NC(c2ccc([N+](=O)[O-])cc2)C(C(=O)OCc2ccccc2)=C1C)C(C(=O)NCCCC)c1ccc(OCC(=O)OC)c(C(=O)OC)c1 (centres undefined) | 0.5
CC(CCc1ccccc1)NC(=O)CCC1CCCC1 (centres undefined) | 0.9
CCC(c1ccccc1)c1nnc(NC(=O)c2ccco2)s1 (centres undefined) | 3.0

Later entries:
SMILES	AddAB inh	phage Ecoli inh	Mot1-301 SUMO	Ecoli viability
C=CCn1c(O)c(N=Nc2ccccc2C)c2ccccc21	0.3	2.2	-10	-0.3
CCN1CCc2c(sc(NC(=S)NC(=O)c3ccco3)c2C(N)=O)C1	-0.7	1.5	260	1.2
Nc1c(Cl)ncnc1N/N=C/c1ccncc1	-1.2	1.1	-7	-0.8
CCn1c(SCC(=O)Nc2c(C#N)cnn2-c2ccccc2)nnc1-c1cccs1	0.8	-0.7	6	-0.5
CNc1nc(N)c([N+](=O)[O-])c(Nc2cccc(Cl)c2)n1	-0.8	1.2	-27	-3.3
C/C(=N\NC(=O)C1CC1)c1ccc(NC(=O)c2ccc(Br)o2)cc1	4.8	2.2	3	3.1
Cc1cc(=O)[nH]c(N/N=C/c2cccc([N+](=O)[O-])c2)n1	-0.8	2.4	20	-1.6
CCOc1ccc2nc(NC(=O)CSc3nc4c(c(=O)n(C)c(=O)n4C)n3CC)sc2c1	-1.1	2.8	-6	-1.5
CC(=O)Oc1ccccc1-n1c(C)nc(=O)c(-c2ccccc2)c1C	-1.6	1.9	-4	1.0
Cc1c(C(=O)Nc2ccccc2)c2ccc(C(F)(F)F)cc2n1O	1.3	3.5	-11	0.1
C/C(CC(=O)Nc1ccc(Cl)cc1C(F)(F)F)=N\NC(N)=S	0.8	1.8	15	1.1
Cc1ccc(-c2nn(C)c(=O)c3ccccc23)cc1CNC(=O)c1ccccc1	-0.7	2.9	5	0.7
Nc1c(C(=O)Nc2ccc(Cl)c(Cl)c2)sc2nc(-c3cccnc3)ccc12	4.0	1.1	-1	0.4
N#Cc1cc([N+](=O)[O-])ccc1NC(=O)COC(=O)CCC1CCCCC1	0.2	4.3	11	-1.0
CCN(CC)S(=O)(=O)c1cc([N+](=O)[O-])ccc1NNC(=O)Nc1ccccc1	3.1	0.9	-5	-1.4
Cc1cc(C)c2c(=O)c(/C=C3\NC(=S)NC3=O)coc2c1	0.3	2.4	-11	0.9
Cc1ccc(S(=O)(=O)NC2CC3CCC2C3)cc1 (centres undefined)	0.2	3.4	25	-2.1
O=C(Cc1cccc2ccccc12)NNC(=O)Nc1ccc(Cl)cc1	3.7	8.3	-7	1.5
COc1ccc(C2Nc3ccccc3C(=O)N2Cc2ccccc2)cc1OC (centres undefined)	-0.7	-0.4	4	0.2
CC(=C/c1ccccc1)/C=N/NC(=O)c1cccs1	4.4	-0.5	29	2.4
COC(=O)c1cccc(C23CC4(C2)[C@H](CN(Cc2ccc(-c5ccccc5)cc2)[C@@H]4c2ccccc2)C3c2ccc(C(F)(F)F)cc2)c1 (some centres undefined)	1.1	0.5	137	-0.7
CC(C)c1ccc(/C=C/C(=O)Nc2ccc(CN3CCOCC3)cc2)cc1	0.8	3.2	37	-1.6
O=C1CCCC(O)=C1Sc1cc(Cl)c(Cl)cc1Cl	-1.0	-1.8	-6	-2.2
O=C(CSc1ccc(-c2cccnc2)nn1)N1CCCc2ccccc21	-3.1	2.8	0	0.2
Cc1cc(C)nc(NC(=S)NC(=O)c2ccccc2F)n1	2.3	4.2	-25	-1.7
Nc1ccc(-c2cnc3ccccc3n2)cc1	-0.1	1.9	6	0.4
CC1=NN2C(=N)/C(=C\c3cc(C)n(Cc4ccccc4)c3C)C(=O)N=C2S1	0.5	-0.4	-43	4.4
CC12CCC(C(=O)Nc3ccc(Br)cn3)(OC1=O)C2(C)C (centres undefined)	0.7	0.5	17	0.0
CC(C)CC1NC(=O)c2ccc(Cl)cc2-n2c1nc1ccc(Cl)cc1c2=O (centres undefined)	1.4	1.2	1	-1.6
CN(NC(=O)c1ccccc1)c1ncc(C(F)(F)F)cc1Cl	-0.3	0.1	18	-0.2
O=C1NC(Cc2ccc(O)cc2)c2nc3ccc(Cl)cc3c(=O)n2-c2ccc(Cl)cc21 (centres undefined)	0.7	0.8	89	0.0

Compound activity: PubChem BioAssay, several laboratories
